uPA generation – blocks generation of uPA at the cell surface; cell surface uPA generation assay, qHTS; Potency, µM (series often up to 38.3 µM), inactives show top-dose activity change, negative = inhibition, actives largely listed as inhibitors; 330,000 compounds, 0.31% hits; active = well fitted inhibition curve with a large enough effect; inconclusive = small, poorly fitted or top-dose-only effect; inactive = no such curve, though single readings can be large or run the other way; tested in mouse RAW 264.7 cells; note: potency is the fitted concentration of half-maximal effect; nearly all actives have a fitted effect of over 55% in size
Eya2 inh – inhibitors of human Eya2 phosphatase activity | recombinant Eya2, OMFP fluorescence dephosphorylation (OMFP is methylfluorescein phosphate) | 330,000 compounds, 0.006% hits | Potency, µM (doses to about 76.9 µM), without a hit: at the top dose activity, negative = inhibition, hits mostly inhibitors; note: potency is the fitted concentration of half-maximal effect
Target sequence (O00167 whole entry, looked up): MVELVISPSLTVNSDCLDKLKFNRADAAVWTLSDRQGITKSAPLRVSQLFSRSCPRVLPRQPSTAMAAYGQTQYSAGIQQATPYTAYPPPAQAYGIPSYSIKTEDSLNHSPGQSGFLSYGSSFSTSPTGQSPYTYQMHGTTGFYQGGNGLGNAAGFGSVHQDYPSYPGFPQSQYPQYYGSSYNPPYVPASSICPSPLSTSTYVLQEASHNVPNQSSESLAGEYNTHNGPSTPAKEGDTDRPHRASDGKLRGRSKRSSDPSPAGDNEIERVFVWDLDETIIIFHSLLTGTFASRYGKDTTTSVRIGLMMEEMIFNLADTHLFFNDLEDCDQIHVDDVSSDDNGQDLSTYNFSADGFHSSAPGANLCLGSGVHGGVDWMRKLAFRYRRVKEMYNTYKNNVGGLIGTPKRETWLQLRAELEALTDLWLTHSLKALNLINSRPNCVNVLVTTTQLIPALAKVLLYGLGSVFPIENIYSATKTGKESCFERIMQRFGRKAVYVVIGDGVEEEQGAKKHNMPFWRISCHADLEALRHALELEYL
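Eya2 (0.2 uM) preincubated 10 min at ambient with compound, then OMFP substrate added at 50 uM; 10 min reaction in 50 mM HEPES pH 7.5, 50 mM NaCl, 5 uM MgCl2, 0.05% BSA, 1 mM DTT. Fluorescence read at Ex 485/Em 525 nm.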
FBPA coupling cs – coupling enzyme interference in Giardia aldolase counter-screen. coupling enzyme system counterscreen, AmpLite Red fluorescence. activity change, negative = inhibition, % at 58.2 µM, hits read low. 290,000 compounds, 0.67% hits. AID 2472; in the data active = activity change below about -30%
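First, compound is pin-transferred into glyceraldehyde-3-phosphate coupling-enzyme reagent at 57.5 uM final and held 10 min at RT. Next, substrate, coupling system and AmpLite Red are added. After 20 min RT, fluorescence (525/598 nm) is read.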
KCNH2 WT inh – blocks the wildtype human KCNH2 potassium channel; 340,000 compounds, 0.37% hits; Q12809; U2OS, BacMam KCNH2, thallium flux FluxOr; stronger effect = lower value; activity change, % at 1.84 µM;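 active = maximum activity change below -70%; inconclusive = maximum activity change between -70% and -50%; inactive = maximum activity change above -50%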
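U2OS cells were transduced with wild-type KCNH2 virus (2.03 x 10^8 / mL) for 4 h at room temperature, then cultured overnight at 37 C. Thallium flux was read with FluxOr dye. Rate constants were normalized to DMSO controls.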
BCR signal inh – inhibitors of chronic active B-cell receptor signaling | ABC-DLBCL IkBa-CBG/CBR reporter, luminescence ratio, 4 h | Potency, µM (series often up to 46.1 µM), for inactives: at the top dose ratio change, negative = lower green/red ratio, usual class: inhibitors | 340,000 compounds, 0.05% hits | AID 493014; active = well fitted inhibition curve with a large enough effect in the signal ratio, with a control signal flat, not every such curve was filed as active; inconclusive = small, poorly fitted or top-dose-only effect, or effect the other way, or a change in a side signal; the % refers to the signal ratio;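 note: potency is the fitted concentration of half-maximal effect; plate controls were basal doxycycline-induced cells for no effect and cells given 10 µM MG132 for full effect; MG132 reads +100%, hits lower the ratio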
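Concentration-response series (up to 46 uM) were applied to TMD8 dual-reporter cells for 4 h at 37C with doxycycline. Green/red ratio, after filter-overlap correction, defined %Activity; red signal alone was normalised to basal cells and zero luminescence.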
PKM2 activator – increases activity of human pyruvate kinase M2; P14618; purified PKM2, Kinase-Glo ATP luminescence, activation; response scale: 0% is enzyme alone, no compound; Potency, µM (highest dose often 57.5 µM), for the others: at the highest dose activation, actives largely listed as activators; 260,000 compounds, 0.34% hits; note: potency is the fitted concentration of half-maximal effect; nearly all actives have a fitted effect of over 55% in size
Target sequence (P14618 whole entry, looked up): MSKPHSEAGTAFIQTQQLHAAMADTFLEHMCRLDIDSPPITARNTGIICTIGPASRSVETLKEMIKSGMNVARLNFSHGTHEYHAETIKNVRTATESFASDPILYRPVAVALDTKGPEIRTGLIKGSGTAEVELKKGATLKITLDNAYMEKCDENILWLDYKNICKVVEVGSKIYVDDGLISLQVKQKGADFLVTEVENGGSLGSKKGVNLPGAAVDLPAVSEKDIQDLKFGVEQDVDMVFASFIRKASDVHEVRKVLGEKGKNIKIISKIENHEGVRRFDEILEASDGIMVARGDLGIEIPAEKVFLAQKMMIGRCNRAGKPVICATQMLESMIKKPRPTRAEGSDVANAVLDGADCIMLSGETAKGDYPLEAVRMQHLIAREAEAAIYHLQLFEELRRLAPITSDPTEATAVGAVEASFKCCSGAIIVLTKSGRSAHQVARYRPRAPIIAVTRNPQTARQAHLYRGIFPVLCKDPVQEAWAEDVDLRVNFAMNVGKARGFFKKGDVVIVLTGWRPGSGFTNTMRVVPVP
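Kinase-Glo luminescence reports ATP generated from ADP (0.1 mM) and PEP (0.5 mM) by purified hPK-M2 after 1 h at room temperature, pH 7.2 imidazole buffer; intermediate enzyme activity allows detecting inhibitors and activators.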
USP2a block – inhibitors of human ubiquitin-specific protease USP2a. O75604. USP2 core, Ub-CHOP2 coupled fluorogenic reporter, 485/531. Potency, µM (highest dose often 38.3 µM), without a hit: top-dose activity change, negative = inhibition, actives largely listed as inhibitors. 330,000 compounds, 0.01% hits;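 note: potency is the fitted concentration of half-maximal effect; plate controls were DMSO wells for no effect and full inhibition by NEM control for full effect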
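Deubiquitinase activity read as fluorescence (485/531 nm) after Ub-CHOP2 cleavage activates the enterokinase reporter on its substrate; USP2 core 10nM, Ub-CHOP2 and substrate 25nM each, 30min compound preincubation then 60min RT; data normalized to NEM, curves fitted.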
GALK inh – galactokinase (human) inhibition; P51570; Purified GALK, Kinase-Glo residual ATP luminescence; Potency, µM (top dose mostly 57.5 µM), without a hit: at the highest dose activity change, negative = inhibition, usual class: inhibitors; 270,000 compounds, 0.007% hits; AID 1868; note: potency is the fitted concentration of half-maximal effect
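Quantitative HTS: GALK 5 nM, ATP 35 uM, galactose 100 uM, 1 h room temperature, then luciferase-based ATP detection.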
KCNH2 3.1 block – blocks the human KCNH2 3.1 channel isoform; U2OS KCNH2 3.1, thallium flux FluxOr; stronger effect = lower value; activity change, % (tested at about 1.8 µM); 340,000 compounds, 0.95% hits;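 active = maximum activity change below -70%; inconclusive = maximum activity change from -70% to -50%; inactive = maximum activity change above -50%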;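 note: thallium influx rate constant from kinetic fluorescence after stimulation buffer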
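U2OS cells transduced with KCNH2 3.1 mutant virus (1.77 x 10^8 /mL, 4 h), plated overnight at 37 C, loaded 45 min with FluxOr dye plus Red40 quencher. Thallium flux rate constant from kinetic reads after stimulation buffer, normalised to controls.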
Giardia kill – kills Giardia lamblia; Giardia lamblia trophozoite viability; 340,000 compounds, 0.15% hits; activity change, % at 7.66 µM, hits read low; AID 540267; in the data active = activity change below about -80%; inconclusive = between about -30% and that limit;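 note: parasites exposed to compound for two days anaerobically before the ATP read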
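Each well holds 100 Giardia trophozoites and compound. After two days (48 hrs) at 37 deg C in anaerobic conditions, ATP is quantified by luminescence.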
B2AR arrestin – agonists driving beta-arrestin recruitment to human beta2-adrenergic receptor; P07550; beta-arrestin recruitment to beta2AR, cell-based reporter; Potency, µM (top dose mostly 46.1 µM), for the others: at the highest dose activation, most hits filed as activators; 330,000 compounds, 0.02% hits; AID 492947;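 note: potency is the fitted concentration of half-maximal effect; 0% = DMSO controls and full agonism = EC100 isoproterenol or metaproterenol; nearly all actives have a fitted effect of over 65% in size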
Starred values were filed as active, the others as inactive; ? = inconclusive; . = not tested or not shown. Unless noted, calls come from the whole dose curve; as a rule, active = well fitted curve in the direction sought with a large enough effect; inconclusive = small, poorly fitted or top-dose-only effect, or another doubt; inactive = no such curve, though single readings can be large; an effect the other way counts as inactive or inconclusive. Unless noted, % is set by controls: 0 for no effect and ±100 for the full control effect.

1: N#CCCN(C(=O)COC(=O)CCC(=O)c1ccc(F)cc1)c1ccccc1
2: Cc1ccc(-c2nnn(CC(=O)N(CC(=O)NC3CCCC3)c3cnc4ccccc4c3)n2)o1
3: CCN1CCN(c2nc(Nc3cccc(C)c3)nc(N)c2[N+](=O)[O-])CC1
4: C/C(=C(\C#N)C(=O)NCCCN1CCOCC1)N(C)C
5: COc1ccc(NC(=O)c2cn3c(nc4ccccc43)c(C#N)c2C)cc1
6: O=C(Cc1c(F)cccc1Cl)NNC(=O)Nc1ccc2c(c1)OCO2
7: CCn1ncc(S(=O)(=O)N2CCN(c3cccc(OC)c3)CC2)c1C
8: CCOC(=O)Cn1cnc2scc(-c3ccccc3)c2c1=O
assay / entry,1,2,3,4,5,6,7,8
uPA generation,10%,-4%,-10%,15%,0%,3%,-2%,-2%
Eya2 inh,-8%,3%,-3%,-4%,-12%,-2%,6%,14%
FBPA coupling cs,.,4,-2,4,2,1,7,0
KCNH2 WT inh,23,-9,17,4,-5,1,2,6
BCR signal inh,0%,?,?,-1%,4%,-4%,4%,0%
PKM2 activator,.,-2%,-3%,-6%,-3%,1%,7%,-1%
USP2a block,0%,0%,3%,0%,0%,3%,1%,4%
GALK inh,.,-3%,-2%,-5%,0%,5%,-3%,0%
KCNH2 3.1 block,6,2,-15,5,-36,.,7,-3
Giardia kill,-5,-16,3,11,0,4,-2,6
B2AR arrestin,-0.2%,-0.1%,-0.4%,-0.4%,-1.0%,-0.5%,0.3%,-1.0%

9: COCCSc1nnc(NC(=O)C(C)(C)C)s1
10: CCOc1ccc(N=C2SC(C(=O)Nc3ccccc3C#N)C(N)=C2C(=O)Nc2ccc(Cl)cc2)cc1 (stereo unspecified)
11: COc1ccc(CCN=CC2=C(O)CC(C)(C)CC2=O)cc1
12: Cc1c(Br)cc(C(=O)N2CCCC2)c(C)c1C
13: COc1ccc(-c2nc(C)ncc2N=Nc2ccccc2)cc1
14: Cc1ccc(C(=O)Nc2ccc(N3CCN(C(=O)c4ccco4)CC3)cc2)cc1
15: Cc1csc(NC(=O)/C=C/c2ccc(C)o2)n1
16: O=S(=O)(NC1CC1)c1ccc(Cl)cc1
assay / entry,9,10,11,12,13,14,15,16
uPA generation,0%,6%,-1%,0%,5%,0%,3%,0%
Eya2 inh,-1%,-8%,-9%,-17%,-13%,1%,0%,-16%
FBPA coupling cs,.,-2,1,0,0,1,-14,1
KCNH2 WT inh,-13,1,-14,0,-10,-33,19,10
BCR signal inh,-1%,?,2%,-1%,-14%,-1%,?,0%
PKM2 activator,1%,4%,-4%,-2%,-2%,5%,?,-5%
USP2a block,-1%,-10%,4%,0%,0%,2%,0%,0%
GALK inh,0%,2%,-7%,0%,0%,-1%,2%,-3%
KCNH2 3.1 block,5,15,21,1,9,0,-1,0
Giardia kill,-4,-1,-2,15,-5,6,4,-13
B2AR arrestin,0.0%,-0.9%,-0.2%,0.3%,0.1%,-0.4%,-0.3%,-0.6%

17: NC(=O)Cn1nc([N+](=O)[O-])nc1Oc1ccccc1F
18: CCN(CCn1cccn1)C(=O)c1cccc(OC2CCN(S(C)(=O)=O)CC2)c1
19: CCN(CC)C(=O)Cn1c(=O)n(-c2ccccc2)c(=O)c2sccc21
20: Cc1ccc(C)c(/C=N/Nc2nc3ccccc3c(=O)n2O)c1
21: CNC(=S)NNC(=O)COc1ccc(C)c(C)c1
22: Cc1ccccc1-n1c(SCc2cccc(F)c2)nc2[nH]ncc2c1=O
23: O=C(NCCC1=CCCCC1)c1c(O)nc2ccccn2c1=O
24: COc1ccc(S(=O)(=O)N2CCOCC2)cc1NC(=O)COc1ccc(C)cc1
assay / entry,17,18,19,20,21,22,23,24
uPA generation,-2%,-2%,25%,-4%,2%,4%,?,8%
Eya2 inh,-3%,-5%,-3%,-1%,-6%,-8%,3%,-8%
FBPA coupling cs,-5,.,-5,-4,1,2,1,.
KCNH2 WT inh,15,24,-1,1,2,-2,-6,-7
BCR signal inh,-1%,4%,10%,?,-6%,?,1%,?
PKM2 activator,-1%,-8%,-9%,-3%,5%,5%,.,.
USP2a block,5%,3%,0%,-1%,6%,2%,-1%,-1%
GALK inh,2%,-2%,5%,.,1%,0%,-1%,.
KCNH2 3.1 block,3,-7,8,2,0,-1,10,7
Giardia kill,4,10,-17,-16,-6,6,-10,-20
B2AR arrestin,-0.4%,0.3%,-0.1%,-0.6%,-0.1%,4.0%,0.3%,-0.8%

25: C=CCC1(CC=C)CCCN1C(=O)C1CCC(=O)N(CCc2ccc(OC)cc2)C1 (stereo unspecified)
26: Cc1cc(C)cc(NC(=S)NCc2cccn2C)c1
27: CS(=O)(=O)c1cccc(C(=O)Oc2ccccc2)c1
28: COC(=O)[C@H](CCSC)NC(=O)Cn1ccc(N)nc1=O
29: CC(=O)NS(=O)(=O)c1ccc(NC(=O)c2ccc3c(c2)C(=O)N(CCC(C)C)C3=O)cc1
30: CCN1CCN(C(=O)NC2CCCCC2)CC1
31: O=C(CCc1nc2ccccc2s1)NC1CCOC1=O (stereo unspecified)
32: COc1ccc2[nH]c(C)c(C(=O)CN3CC(C)OC(C)C3)c2c1 (stereo unspecified)
assay / entry,25,26,27,28,29,30,31,32
uPA generation,-8%,.,0%,-1%,8%,3%,0%,0%
Eya2 inh,-7%,-12%,12%,19%,6%,-2%,-6%,-10%
FBPA coupling cs,0,0,3,.,2,5,0,-4
KCNH2 WT inh,6,-20,-5,-8,0,-5,-4,-3
BCR signal inh,6%,18%,4%,1%,0%,0%,-1%,1%
PKM2 activator,.,-1%,-1%,.,-8%,2%,7%,0%
USP2a block,2%,0%,2%,-2%,1%,0%,0%,4%
GALK inh,0%,-1%,7%,.,0%,0%,0%,2%
KCNH2 3.1 block,5,6,5,-21,10,14,-1,7
Giardia kill,-13,-4,6,7,3,-6,6,-2
B2AR arrestin,-0.7%,-0.8%,-1.4%,0.1%,-0.5%,-0.9%,0.1%,2.4%

33: COc1ccc(NC(=O)COc2ccc(C)nc2[N+](=O)[O-])cc1S(N)(=O)=O
34: O=C(CNc1cc(S(=O)(=O)N2CCOCC2)ccc1N1CCCC1)N1CCc2ccccc21
35: CCN(C(=O)CSc1nc2c(cnn2-c2ccccc2)c(=O)[nH]1)C1CCS(=O)(=O)C1 (stereo unspecified)
36: COc1ccccc1-c1cc(C(=O)N/N=C\c2cnn(C)c2C)c2ccccc2n1
37: Cc1nc(N2CCC(C)CC2)c(C#N)c(C)c1[N+](=O)[O-]
38: CCN(CC)c1ncnc2c1cnn2Cc1ccc(C)cc1
39: O=C(Nc1nonc1-c1ccc(Cl)cc1)c1ccccc1
assay / entry,33,34,35,36,37,38,39
uPA generation,6%,-5%,3%,-5%,-3%,-6%,5%
Eya2 inh,5%,13%,-2%,-7%,-6%,-2%,0%
FBPA coupling cs,.,-1,0,4,10,2,3
KCNH2 WT inh,2,30,3,-4,-5,-16,3
BCR signal inh,2%,?,-2%,-8%,?,-28%,3%
PKM2 activator,.,7%,3%,0%,-4%,.,0%
USP2a block,3%,8%,2%,1%,0%,3%,9%
GALK inh,.,0%,-2%,3%,4%,-1%,-3%
KCNH2 3.1 block,14,9,3,-1,0,6,2
Giardia kill,-4,-7,-6,22,-4,2,11
B2AR arrestin,0.0%,-1.0%,-0.3%,-2.1%,0.3%,-0.3%,-0.4%

Compound profiles, as listed above. Values in the order: uPA generation, Eya2 inh, FBPA coupling cs, KCNH2 WT inh, BCR signal inh, PKM2 activator, USP2a block, GALK inh, KCNH2 3.1 block, Giardia kill, B2AR arrestin
`O=C(CNc1cc(S(=O)(=O)N2CCOCC2)ccc1N1CCCC1)N1CCc2ccccc21` as listed: -5%, 13%, -1, 30, ?, 7%, 8%, 0%, 9, -7, -1.0%
`COc1ccc(NC(=O)COc2ccc(C)nc2[N+](=O)[O-])cc1S(N)(=O)=O` as listed: 6%, 5%, ., 2, 2%, ., 3%, ., 14, -4, 0.0%
`CCN(C(=O)CSc1nc2c(cnn2-c2ccccc2)c(=O)[nH]1)C1CCS(=O)(=O)C1` (stereo unspecified) as listed: 3%, -2%, 0, 3, -2%, 3%, 2%, -2%, 3, -6, -0.3%
